# From PubChem
# FID counter – compounds displacing fluorescent DNA intercalator, primary screen, artefact control for HCV NS3 helicase inhibitor project, biochemical, FID fluorescence; DNA fluorescent intercalator displacement; 290,000 compounds, 0.17% hits; AID 1845, 2009; inhibition, % at 7.9 µM; in the data active = inhibition above about 37%;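 note: 0% = vehicle and 100% = reference compound; higher means more ethidium bromide displaced from hairpin DNA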
# VIM-2 inhibitor – VIM-2 metallo-beta-lactamase inhibitors, primary screen, biochemical, epi-absorbance readout, Pseudomonas aeruginosa enzyme. purified VIM-2, nitrocefin hydrolysis, epi-absorbance fluorescence. inhibition, % at 5.6 µM. 290,000 compounds, 0.89% hits. AID 1527, 2009;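 active = inhibition above the mean of all tested compounds plus 3 SD, cutoff set per screening run, cut at about 7.5% in these data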;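 note: red hydrolysis product quenches plate fluorescence so inhibitors raise well fluorescence; 0% = enzyme with DMSO and 100% = DMSO without enzyme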
# IMP-1 inhibitor – IMP-1 metallo-beta-lactamase inhibitors, primary screen, biochemical, epi-absorbance readout, Pseudomonas aeruginosa enzyme. 290,000 compounds, 0.45% hits. AID 1556, 2009. metallo-beta-lactamase IMP-1 (Pseudomonas aeruginosa). inhibition, % at 5.6 µM. purified IMP-1, nitrocefin hydrolysis, epi-absorbance fluorescence;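 active = inhibition above the mean plus 3 SD of all compounds in the same screening run, cut at about 4.5% in these data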;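 note: 0% = IMP-1 with DMSO and 100% = DMSO wells lacking enzyme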
#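 System: purified recombinant IMP-1 beta-lactamase. Medium: Zinc- and detergent-supplemented HEPES buffer, pH 7.1. Compound: one 5.6 µM dose […]. Schedule: 15 min preincubation plus 25 min reaction at 25 °C. Technique: Epi-absorbance fluorescence, 480 nm excitation, 530 nm emission.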
# OXTR agonist – human OXTR agonists, primary screen, fluorescence, CHO-OTR cells, Fluo-8 calcium. Oxytocin receptor (Homo sapiens), P30559. Fluo-8 calcium fluorescence; normalized: DMSO 0%, oxytocin 100%. activation, % at 3 µM. 320,000 compounds, 0.32% hits. AID 2435, 2010;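 active = activation above the mean of all tested compounds plus 3 SD, cutoff set per screening run, cut at about 20% in these data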;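 note: peak over basal fluorescence ratio from a 100 s FLIPR kinetic read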
# GalR3 antag – GalR3 antagonists in HEK293 cells, primary screen, cell-based, fluorescence readout | Galanin receptor type 3 (Homo sapiens), O60755 | HEK293 GalR3-CNG cAMP membrane potential fluorescence; galR3 body fused to GalR1 C-terminus | inhibition, % at 3 µM | 360,000 compounds, 0.44% hits | AID 651719, 2012;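 active = inhibition above the screen-wide average plus 3 SD, cut at about 13% in these data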;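 note: forskolin and galanin both at EC90 stimulate the cells; cAMP rise reported by CNG channel membrane potential dye signal; 0% = forskolin plus galanin with DMSO and 100% = forskolin alone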
# Target sequence (O60755 1-299 limits assumed): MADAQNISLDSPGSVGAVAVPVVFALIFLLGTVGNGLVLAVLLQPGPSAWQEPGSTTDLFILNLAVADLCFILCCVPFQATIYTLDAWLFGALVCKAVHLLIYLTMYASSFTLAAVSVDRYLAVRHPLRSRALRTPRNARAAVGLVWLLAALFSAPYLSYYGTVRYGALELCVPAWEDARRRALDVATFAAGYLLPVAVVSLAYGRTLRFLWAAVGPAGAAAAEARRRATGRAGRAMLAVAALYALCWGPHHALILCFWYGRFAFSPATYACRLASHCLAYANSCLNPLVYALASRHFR
# PHOSPHO1 block – PubChem AID 1565; recombinant PHOSPHO1, absorbance phosphatase assay; inhibition, % at 13.3 µM; 290,000 compounds, 1.1% hits; in the data active = inhibition above about 60%
# GPR7 antagonist – GPR7 receptor antagonists, primary screen, cell-based, fluorescence, single concentration | Neuropeptides B/W receptor type 1 (Homo sapiens), P48145 | GPR7-expressing cells, fluorescence antagonist assay | inhibition, % at 4.4 µM | 290,000 compounds, 1.1% hits | AID 1861, 2009; in the data active = inhibition above about 16%, passing the limit was not always enough;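 note: cells stimulated with the agonist NPW; 0% = agonist with vehicle and 100% = vehicle without agonist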
# Target sequence (P48145 whole entry, looked up): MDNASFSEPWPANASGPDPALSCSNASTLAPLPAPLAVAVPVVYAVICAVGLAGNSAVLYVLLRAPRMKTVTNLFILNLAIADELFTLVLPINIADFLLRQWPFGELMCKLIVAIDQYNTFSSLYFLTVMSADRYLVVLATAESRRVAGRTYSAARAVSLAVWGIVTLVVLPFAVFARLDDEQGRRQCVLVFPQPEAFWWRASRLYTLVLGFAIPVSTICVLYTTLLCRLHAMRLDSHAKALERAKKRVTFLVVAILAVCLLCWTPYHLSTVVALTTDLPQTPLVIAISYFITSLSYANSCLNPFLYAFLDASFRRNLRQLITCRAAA
# HCV NS3 hel inh – inhibitors of HCV NS3 helicase, primary screen, biochemical, Cy5 molecular beacon fluorescence | NS3 helicase DNA unwinding | 290,000 compounds, 0.56% hits | inhibition, % at 10.9 µM;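 active = inhibition above the mean of all tested compounds plus 3 SD, set per campaign, cut at about 35% in these data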;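 note: 0% = DMSO wells and 100% = thioflavine S control wells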
#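 System: HCV NS3 helicase fragment; control set: DMSO and thioflavine S; technique: Cy5 fluorescence at 0 and 60 min, beacon hairpin quenching; reagent: beacon DNA duplex substrate plus ATP; replicates: singlicate; schedule: 1 h reaction at 25 °C, ATP-initiated; medium: MOPS buffer pH 6.5 with MgCl2, DTT, Tween20, BSA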
# V1R ag counter – agonists of human V1a receptor, primary screen, counter-screen for OXTR agonist project, fluorescence, CHO-V1R cells. Vasopressin V1a receptor (Homo sapiens), P37288. Fluo-8 calcium fluorescence, agonist mode; 0% DMSO, 100% 3 nM vasopressin. activation, % at 3 µM. 320,000 compounds, 0.25% hits;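 active = activation above the mean activation of all tested compounds plus 3 SD, per screening run, cut at about 20% in these data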;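 note: signal is peak over basal fluorescence ratio across a 100 second FLIPR read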
# Target sequence (P37288 whole entry, looked up): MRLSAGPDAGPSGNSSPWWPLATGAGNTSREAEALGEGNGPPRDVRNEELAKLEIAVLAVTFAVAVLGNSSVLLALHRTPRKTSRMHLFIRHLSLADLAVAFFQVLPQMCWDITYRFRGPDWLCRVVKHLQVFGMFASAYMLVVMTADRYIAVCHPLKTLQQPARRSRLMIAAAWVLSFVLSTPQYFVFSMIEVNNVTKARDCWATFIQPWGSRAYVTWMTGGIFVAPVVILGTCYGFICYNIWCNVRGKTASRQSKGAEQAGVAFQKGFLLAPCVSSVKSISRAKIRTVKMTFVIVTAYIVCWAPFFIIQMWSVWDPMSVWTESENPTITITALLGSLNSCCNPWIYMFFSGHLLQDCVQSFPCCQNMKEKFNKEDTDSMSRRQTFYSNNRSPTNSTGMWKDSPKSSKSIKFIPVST
# * marks the source's active call; other numbers are inactive results; nt = not tested or not shown.
SMILES,FID counter,VIM-2 inhibitor,IMP-1 inhibitor,OXTR agonist,GalR3 antag,PHOSPHO1 block,GPR7 antagonist,HCV NS3 hel inh,V1R ag counter
O=C(NC(c1ccccc1)c1ccccc1)c1ccc(CO)cc1,-13,-1.3,-1.5,-0.3,-9,11,12,0,0.2
O=C(/C=C/c1ccccc1)Nc1cccnc1,-5,-0.8,-0.2,-1.3,-3,nt,-1,-1,-0.2
O=C1CCCc2nc3nc4ccccc4n3cc21,2,2.6,-2.4,nt,nt,11,-11,-3,nt
CC(C)CCOC(=O)C1[C@H]2C(=O)N(Cc3cccs3)C[C@]23C=C[C@H]1O3 (stereo not given in full),-13,-2.8,-3.9,-1.1,-2,-2,-13,6,-1.3
CC(=O)NC1CC2CCCC(C1)N2S(=O)(=O)c1ccccc1 (stereo not given),-4,1.1,-2.3,1.0,0,7,0,-4,0.1
COc1ccc(NC(=O)N2CCC(C(=O)c3ccc4c(c3)OCCO4)CC2)cc1,-31,-4.2,-1.6,1.7,-6,35,-10,-2,4.0
O=C(CS(=O)c1ccc(F)cc1)N1CCOCC1 (stereo not given),-7,-3.2,-0.9,2.0,-2,29,-5,11,1.5
CCN1CCN(CCCN(Cc2ccco2)C(=S)Nc2ccccc2Cl)CC1,5,-0.9,-0.1,0.6,3,-8,-21,1,0.4
CC1CC2(C)Oc3ccccc3CC2C(C)C1CNCCCN(C)C (stereo not given),33,1.5,0.5,0.0,-9,28,44*,-42,0.9
COc1ccc(/C=N/Nc2ccc(C(=O)O)cc2)cc1OC,-8,-1.3,0.1,0.7,11,36,-10,4,0.9
CC(C)N1CCC(N2CCN(Cc3cccnc3)CC2CCO)CC1 (stereo not given),-1,-1.3,-2.8,-0.3,-1,23,-18,16,1.2
O=C(CSc1nc(-c2ccccc2)c(-c2ccccc2)[nH]1)NCC1CCCO1 (stereo not given),-22,-1.3,-1.9,-0.6,-2,-86,-7,-1,-1.2
NC(=O)C(=O)NN=C1CCC(c2ccccc2)CC1 (stereo not given),-2,-2.8,-2.0,-0.2,-10,5,-8,10,0.3
COc1ccc2[nH]cc(C(=O)CCl)c2c1,5,-3.3,-3.7,0.3,-9,30,-7,-1,1.0
CCn1c(SCC(=O)NCC2CCCO2)nnc1-c1c[nH]c2ccccc12 (stereo not given),-10,-2.0,-2.0,-0.7,2,-29,-1,4,0.0
CCOC(=O)N1CCN(C2CCCN(C(=O)c3ccccc3SC)C2)CC1 (stereo not given),-16,-4.4,-3.8,0.8,-4,40,3,2,0.3
S=C(NCCCN1CCOCC1)Nc1cccc(-c2nnc3n2CCCCC3)c1,-3,-0.4,-4.7,0.0,1,-3,-16,1,0.8
CC(=O)NC(=S)Nc1ccc(NC(=S)NC(=O)/C=C/c2ccco2)cc1,-6,-3.4,-2.2,-0.8,-2,18,-24,12,0.8
CN(C)/C=N/c1cc(=O)[nH]c(=O)n1Cc1ccccc1,3,-1.5,-0.8,-0.1,-2,-9,1,0,-0.7
COc1ccccc1NC(=O)c1cnc2n(c1=O)CCS2,-7,-1.1,-1.6,1.1,-1,48,-6,0,-0.2

# Copied from the list:
# COc1ccc2[nH]cc(C(=O)CCl)c2c1 @ IMP-1 inhibitor: -3.7
# CN(C)/C=N/c1cc(=O)[nH]c(=O)n1Cc1ccccc1 @ IMP-1 inhibitor: -0.8
# CCn1c(SCC(=O)NCC2CCCO2)nnc1-c1c[nH]c2ccccc12 (stereo not given) @ GPR7 antagonist: -1
# S=C(NCCCN1CCOCC1)Nc1cccc(-c2nnc3n2CCCCC3)c1 @ V1R ag counter: 0.8
# CC(=O)NC(=S)Nc1ccc(NC(=S)NC(=O)/C=C/c2ccco2)cc1 @ OXTR agonist: -0.8

# Continued.
SMILES,FID counter,VIM-2 inhibitor,IMP-1 inhibitor,OXTR agonist,GalR3 antag,PHOSPHO1 block,GPR7 antagonist,HCV NS3 hel inh,V1R ag counter
COc1ccc(CNC(=O)C(c2cccc(C)c2)N(C(=O)c2csnn2)C2CC2)cc1 (stereo not given),-35,-0.3,-2.8,1.8,-6,47,-13,-9,6.0
COc1ccc(NC(=O)C2CCCN2C(=O)OCc2ccccc2)cc1 (stereo not given),-8,-2.6,-3.0,-0.6,-7,27,-7,-3,0.5
CC(C)CCNC(=O)C(c1ccc(O)cc1)N(Cc1ccco1)C(=O)CCC(=O)Nc1nccs1 (stereo not given),-39,-0.2,-1.3,-0.1,-9,28,-7,4,0.0
Cc1ccc(N2CC(c3nc4ccccc4[nH]3)CC2=O)c(C)c1 (stereo not given),-11,-2.3,-3.8,-0.2,nt,-2,-8,5,0.5
COc1ccc(/C=N/NC(=O)c2cccc([N+](=O)[O-])c2)cc1OC,-4,-1.6,-2.6,0.0,-1,50,-9,2,0.0
CSC1=N/C(=C\c2ccc(C)o2)C(=O)S1,-1,1.1,-2.7,-0.8,2,92*,-10,10,0.3
C=CCn1c(=N)n(CC(=O)c2ccc(Br)s2)c2ccccc21,13,-3.0,-4.5,7.0,-9,-4,11,-41,4.2
CCc1ccc(NC(=O)CS(=O)CC(=O)N2CCN(c3ccccc3F)CC2)cc1 (stereo not given),-35,-3.5,-3.5,0.3,-7,14,7,9,0.4
Cc1c(Cl)ccc(S(=O)(=O)Nc2cccnc2)c1Cl,-12,-3.8,-5.3,4.3,-11,nt,-9,10,3.4
O=C(CSc1ncccc1C(=O)O)c1cccc(C(F)(F)F)c1,-11,0.9,-0.8,-1.3,0,-2,-10,12,0.5
Cc1cccc(-c2nc(CN3CCCC(C(=O)NC4CCCCC4)C3)c(C)o2)c1 (stereo not given),16,-2.2,-2.4,1.8,2,8,-8,-40,2.9
O=C(N/N=C/c1ccco1)c1ccc(Br)o1,1,1.8,-0.4,-0.9,-1,-117,12,13,0.2
COc1ccc(Nc2nc(NCc3ccco3)nc(N)c2[N+](=O)[O-])cc1,1,-3.3,-3.2,-0.3,-5,38,-14,-8,0.5
CCOC(=O)N1CCC(=NNc2nc3ccccc3s2)CC1,-4,-5.0,-1.1,3.2,2,43,-15,-11,0.4
O=c1oc2ccccc2cc1NCc1ccccc1O,-2,3.0,-0.6,6.5,-4,-14,2,2,4.5
O=C(Nc1nccs1)c1ccc(CSc2nnnn2-c2ccccc2)cc1,-16,-3.3,-2.5,3.6,-8,-42,23,-6,3.4
CCCNc1ccc(S(=O)(=O)N(C(C)C)C(C)C)cn1,-14,1.6,0.3,-1.5,3,0,8,-4,0.1
CCCn1c(SCC#N)nc2c(c1=O)C1(CCCC1)Cc1ccccc1-2,-16,-2.9,-3.2,-0.1,-6,13,-19,-8,0.3
N=c1c(C(=O)NCc2ccc(F)cc2)cc2c(=O)n3ccccc3nc2n1CCCN1CCOCC1,15,0.5,-0.5,-0.7,-1,-38,5,-6,-0.2
Cc1ccc(NC(=O)c2ccc3nc[nH]c3c2)nc1,-7,-3.9,-0.3,-0.5,-2,-1,0,-7,0.2
COc1ccc(CONc2ncnc3nonc23)cc1[N+](=O)[O-],-6,-2.6,-2.3,1.4,6,-15,0,-12,1.5
c1ccc2c(c1)nc1n2CCN1CCN1CCCC1,-2,-3.0,-1.4,1.2,-10,37,1,10,1.3
Cc1ccc(S(=O)(=O)NCc2cccnc2)c(C)c1,-4,0.3,-0.6,0.7,-8,39,-11,7,0.6
Cc1ccc(-c2nc(CN3CCCCC3)cc(CN3CCCCC3)c2O)cc1,9,-4.3,-1.3,0.5,-4,-9,-6,-12,0.1
COc1ccc2c(c1)C(=O)CC(O)(C(F)F)O2 (stereo not given),-1,-3.0,-4.1,-0.1,-1,20,-21,7,0.0
Cc1nc(C(F)(F)F)ccc1C(=O)N1CCCCC1,-2,-1.7,-0.9,0.5,-3,-3,-15,-3,1.1
COc1ccc(NC(=O)CCNS(=O)(=O)c2cccc3nonc23)cc1Cl,6,-3.3,-2.9,3.3,-4,17,-6,11,5.3
O=C(N/N=C/c1ccc(Cl)c(Cl)c1)c1ccc2nc[nH]c2c1,1,-1.2,-1.5,0.1,4,30,1,-9,4.0
CCn1c(CSc2ncccn2)nnc1SCC(=O)N1CCCCC1,-3,1.3,-1.2,-1.5,-8,23,6,1,0.2
COc1ccc(Cl)cc1NC(=O)[C@@]1(CC(=O)O)CC(/C=C/c2ccccc2)=NO1,-15,-2.4,-6.8,0.3,-9,42,-4,16,0.9
Cc1cccc(Nc2nc(N)nc(CSc3nccn3C)n2)c1,-4,0.2,0.3,-0.4,-2,34,9,-4,0.9
O=C(N/N=C/c1cccnc1)c1ccc(NC(=O)C(c2ccccc2)c2ccccc2)cc1,-17,-5.1,-2.2,0.5,2,0,-9,-14,1.3
Oc1ccccc1-c1n[nH]c(=S)n1Cc1ccco1,-5,4.4,-0.2,-0.3,-8,94*,-3,0,1.0
CC(=O)Oc1oc(-c2ccccc2)nc1C=Nc1ccc(N(C)C)cc1,0,-4.1,-2.1,0.7,0,17,-10,0,1.5
Cc1nn(C)cc1C(=O)Nc1ccccc1Br,-8,-3.0,-3.1,0.5,3,-10,-3,6,1.3
COc1ccc(CC(NC(C)=O)C(=O)NC2CCN(S(=O)(=O)c3cccc4ccccc34)CC2)cc1OC (stereo not given),-6,-4.3,-2.8,-0.9,-3,6,-3,4,-1.2
CCC(CC)C(=O)c1c[nH]c(C(=O)NCc2ccccc2)c1,-23,-0.6,-1.3,-1.3,-6,33,-6,7,2.3
CCOC(=O)c1cc(C(C)=O)c(=O)n(C)c1N,6,-0.4,-2.4,0.4,-6,18,-5,-2,0.3
O=C(CSc1ccc(-c2ccc(Br)cc2)nn1)NCC1CCCO1 (stereo not given),-22,-0.5,-1.1,-1.3,0,33,-1,-3,0.2
CC(C)(C)c1cc(C(=O)N2CCc3ccccc3C2)ccn1,-29,-2.6,-2.6,-0.6,-11,35,2,5,1.2
Cc1ccc(C(=O)c2c3ccc(C(F)(F)F)cc3[n+]([O-])n2CCC(N)=O)cc1,-30,2.7,-1.3,-0.3,-1,31,0,2,-0.4
COc1ccc(NC(=O)c2cnc(C)cn2)c2ncccc12,-43,-1.5,0.5,nt,nt,-13,2,-7,nt
COCCN(C(=S)Nc1ccccc1C)C(C)c1cccnc1 (stereo not given),-5,-0.1,-2.0,0.8,-1,12,-5,0,-0.5

# Complete entries, looked up by structure. Order of values: FID counter, VIM-2 inhibitor, IMP-1 inhibitor, OXTR agonist, GalR3 antag, PHOSPHO1 block, GPR7 antagonist, HCV NS3 hel inh, V1R ag counter
# Entry for Cc1cccc(Nc2nc(N)nc(CSc3nccn3C)n2)c1 = -4, 0.2, 0.3, -0.4, -2, 34, 9, -4, 0.9
# Entry for Cc1nc(C(F)(F)F)ccc1C(=O)N1CCCCC1 = -2, -1.7, -0.9, 0.5, -3, -3, -15, -3, 1.1

# The order is random. About 4.3% of those tested had a hit in this group.
